High-throughput results deposited in PubChem by Southern Research Specialized Biocontainment Screening Center.
influenza NS1A: NS1A inhibition, H1N1 influenza, cell based functional assay (AID 504329); NS1A functional cell-based assay, percent inhibition; higher % means a stronger effect; 340,000 compounds, 0.3% hits; one-dose inhibition, % at 12.5 µM; IC50 in µM for titrated hits; in the data active = a potency from the dose series; inconclusive = inhibition above about 27% without an active follow-up result; note: strong numbers were not always called active
M. tuberculosis: growth inhibition of non-replicating M. tuberculosis (AID 488890). Mycobacterium tuberculosis non-replicating, growth inhibition; higher % means a stronger effect. inhibition, % at 25 µM; hits with a dose series show IC50 in µM. 320,000 compounds, 0.39% hits; in the data active = a potency from the dose series; inconclusive = inhibition mostly from about 82% at the one dose, without a potency; inactive = the rest, 99 in 100 with inhibition below about 76%;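 note: plate controls were DMSO cells for no effect and high antibiotic wells for full effect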
VEEV TC-83 Vero: inhibitors of VEEV TC-83 cytopathic effect, confirmation, Vero cells (AID 588727); 350,000 compounds, 0.13% hits; one-dose inhibition, % at 20 µM; IC50 in µM for titrated hits; Vero cells, VEEV TC-83 cytopathic effect inhibition; higher % means a stronger effect; in the data active = a potency from the dose series; inconclusive = inhibition mostly from about 14% at the one dose, without a potency; inactive = the rest, 99 in 100 with inhibition below about 12%; note: strong numbers were not always called active
M. tuberculosis HTS: M. tuberculosis growth inhibition, HTS (AID 449762); M. tuberculosis H37Rv growth inhibition, 7H9 media; higher % means a stronger effect; 330,000 compounds, 0.59% hits; inhibition, % at 25 µM, or IC50 in µM where a hit was titrated; in the data active = a potency from the dose series; inconclusive = inhibition above about 70% without an active follow-up result;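 note: bacterial growth assessed after seven days of incubation; strong numbers were not always called active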
PhoP GFP inhibition: Inhibition of PhoP regulon, Salmonella typhi GFP reporter cells, confirmation, 4 h (AID 1850) | Salmonella Typhi PhoP-promoter GFP reporter, fluorescence, 4 h; higher % means a stronger effect | inhibition, % at 50 µM, or IC50 in µM where a hit was titrated | 310,000 compounds, 0.33% hits; in the data active = a potency from the dose series; inconclusive = inhibition mostly from about 25% at the one dose, without a potency; inactive = the rest, 99 in 100 with inhibition below about 19%;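 note: 0% = induced wells with vehicle and 100% = uninduced wells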
VEEV TC-83 Vero 10K pilot screen: recorded beside VEEV TC-83 Vero, whose call it bears; inhibition, %; measured here: 10K pilot screen inhibition
Starred values were filed as active, the others as inactive; i = inactive; ? = inconclusive; / = no result given.

Start of the data: the first seven compounds, to show the layout:
SMILES	influenza NS1A	M. tuberculosis	VEEV TC-83 Vero	M. tuberculosis HTS	PhoP GFP inhibition	others
Cn1c(SCC(=O)c2cc(Cl)c(Cl)s2)nnc1-c1ccco1	/	-4%	0.9%	-1%	6%
CCCCN(CC)c1nc(N)c(C#N)c(CC#N)c1C#N	2%	15%	5.7%	0%	1%
COc1cc(CNCc2ccccc2C(F)(F)F)cc(OC)c1	-4%	-1%	0.5%	7%	7%
O=C(c1ccccc1)C1CCN(c2ncccc2[N+](=O)[O-])CC1	9%	71%	4.3%	-3%	-2%
CC1(C)Cc2cccc(OCC(=O)Nc3cc(S(C)(=O)=O)ccc3Cl)c2O1	0%	-10%	1.4%	-1%	/
Cc1c(C(=O)NCc2cccs2)oc2ccc(S(=O)(=O)N3CCOCC3)cc12	-45%	-5%	7.2%	2%	-9%	VEEV TC-83 Vero 10K pilot screen=6.9
COc1ccc(-c2nn3c(=O)c(C)nnc3s2)cc1	-7%	-9%	1.6%	2%	10%

This part in full (from the top)
SMILES	influenza NS1A	M. tuberculosis	VEEV TC-83 Vero	M. tuberculosis HTS	PhoP GFP inhibition	others
Cn1c(SCC(=O)c2cc(Cl)c(Cl)s2)nnc1-c1ccco1	/	-4%	0.9%	-1%	6%
CCCCN(CC)c1nc(N)c(C#N)c(CC#N)c1C#N	2%	15%	5.7%	0%	1%
COc1cc(CNCc2ccccc2C(F)(F)F)cc(OC)c1	-4%	-1%	0.5%	7%	7%
O=C(c1ccccc1)C1CCN(c2ncccc2[N+](=O)[O-])CC1	9%	71%	4.3%	-3%	-2%
CC1(C)Cc2cccc(OCC(=O)Nc3cc(S(C)(=O)=O)ccc3Cl)c2O1	0%	-10%	1.4%	-1%	/
Cc1c(C(=O)NCc2cccs2)oc2ccc(S(=O)(=O)N3CCOCC3)cc12	-45%	-5%	7.2%	2%	-9%	VEEV TC-83 Vero 10K pilot screen=6.9
COc1ccc(-c2nn3c(=O)c(C)nnc3s2)cc1	-7%	-9%	1.6%	2%	10%
C/C(=N\Nc1c(F)c(F)c(Br)c(F)c1F)c1ccncc1	-6%	24%	0.0%	16%	-6%
O=C(CCNC(=O)c1ccccc1Cl)NCC12CC3CC(CC(C3)C1)C2	-2%	8%	0.9%	-17%	0%
CCOc1cc(C(=O)Nc2ccc(S(=O)(=O)NC3=NCCCCC3)cc2)cc(Br)c1OC	0%	4%	9.7%	31%	6%
CN(C)C(=O)Oc1c(Cl)cc(Cl)c2cccnc12	10%	-1%	2.5%	0%	17%
Cc1ccc(C(=O)N2CCN(S(=O)(=O)c3ccccc3)CC2)s1	-3%	5%	9.3%	2%	-4%
O=[N+]([O-])c1ccc(Cl)c(/C=N/n2c(C3CCCCC3)n[nH]c2=S)c1	0%	7%	i	1%	-9%
CCCc1ccc2c(N)c(C#N)sc2n1	2%	4%	2.4%	3%	-4%
Cc1c(Cl)cnc(NC(=O)COC(=O)c2ccc3ncsc3c2)c1Cl	8%	10%	0.4%	9%	-6%
CC1=C(C)CC(C(=O)NCC(=O)c2ccccc2)C(C(=O)O)C1 (stereo not given)	7%	-4%	1.0%	-5%	-2%
CCN(CC)C(=O)Oc1ccc2ccccc2c1Cl	8%	39%	1.0%	5%	-2%
CCc1ccc(C2c3[nH]c4ccccc4c3CCN2C(=O)CNC(N)=O)cc1 (stereo not given)	8%	2%	2.1%	4%	7%
COc1ccc(-c2noc(N3CCC(C(=O)NCCCN4CCCC(C)C4)CC3)n2)cc1 (stereo not given)	-1%	6%	0.5%	-2%	-10%	VEEV TC-83 Vero 10K pilot screen=3.8
COc1cccc(N(CC(=O)NCCSc2ccc(Cl)cc2)S(C)(=O)=O)c1	-4%	11%	0.1%	-11%	9%
COC(=O)C1=C(C)N(Cc2ccccc2)C(=NCc2cccc(C(F)(F)F)c2)N[C@H]1c1cccc(F)c1	19%	?	i	-1%	33µM*
Clc1cccc(CNc2nc(-c3cccnc3)nc3ccccc23)c1	2%	/	9.7%	/	/
CCCCc1ccc(-c2nc(-c3ccncc3)no2)cc1	-39%	/	1.2%	7%	0%
COC(=O)c1cc(C)sc1NC(=O)CN1CCN(C(=O)c2ccco2)CC1	-6%	29%	8.2%	-6%	-1%
COC(=O)c1ccc(NS(=O)(=O)c2cc(C)ccc2OC)cc1	3%	2%	1.2%	-4%	-2%
O=C(COc1cccc2ccccc12)Nc1nc2ccccc2[nH]1	2%	5.4µM*	12%	?	-10%
CCc1ccc(C(=O)COC(=O)C(CCSC)NC(=O)c2ccccc2)cc1 (stereo not given)	8%	-3%	0.9%	3%	-6%
CCN(C(=O)Cn1cc(C(F)(F)F)ccc1=O)c1c(N)n(Cc2ccccc2)c(=O)[nH]c1=O	-2%	1%	i	5%	-21%
Cn1c(N)c(C(=O)COC(=O)COc2ccc(C#N)cc2)c(=O)n(C)c1=O	2%	0%	i	4%	3%
O=C(COc1ccccc1[N+](=O)[O-])N1CCN(S(=O)(=O)c2ccccc2)CC1	-4%	1%	1.6%	3%	8%
Cn1ccnc1C(=O)c1ccc(Cl)c(S(=O)(=O)N2CCOCC2)c1	-15%	-22%	1.9%	-7%	-11%
c1ccc(-c2ccccc2OCCCN2CCCCC2)cc1	0%	-24%	0.5%	-4%	2%	VEEV TC-83 Vero 10K pilot screen=0.5
CC(=O)Nc1ccc(S(=O)(=O)NNc2ccc([N+](=O)[O-])cc2)cc1	3%	8%	1.4%	?	6%
Cc1ccc(NC(=O)c2cnccn2)cc1	6%	56%	0.8%	-3%	22%
CC(NC(=O)CCc1ccccc1)c1ccc2c(c1)OCO2 (stereo not given)	1%	23%	i	-3%	-2%
COc1cccc(NC(=O)COC(=O)c2ccc3ccccc3n2)c1	4%	68%	i	-2%	/
CN(CC(=O)Nc1cccc(F)c1)C(=O)CCc1nc2ccccc2c(=O)[nH]1	-5%	-10%	1.0%	-7%	1%
Cc1c(CCC(=O)O)c(=O)oc2cc(OCc3ccccc3Br)ccc12	23%	2%	3.5%	3%	-7%
O=C(Nc1ccncc1)c1c(F)cccc1F	18%	-1%	1.1%	-4%	-5%
COCc1cc(=O)n2[nH]c(C)nc2n1	-4%	4%	1.1%	0%	27%
NC(=O)c1ccc(Sc2nnc(-c3cccs3)n2CC2CCCO2)c([N+](=O)[O-])c1 (stereo not given)	-6%	-4%	5.2%	2%	-9%
COc1cccc(C(=O)n2ccc(-c3cccs3)n2)c1	7%	9%	1.8%	4%	2%
COc1ccc2cc(C(=O)C3CCCN(Cc4cccc(C)n4)C3)ccc2c1 (stereo not given)	2%	8.1µM*	0.5%	?	-1%
CCOC(=O)C1CCCN(CC(=O)Nc2nc(-c3ccccc3)cs2)C1 (stereo not given)	17%	57%	0.9%	7%	0%
Cc1ccc(C(=O)N/N=C\c2cc3c(cc2Br)OCO3)s1	0%	-2%	1.1%	1%	-4%
CCCNC(=O)COC(=O)/C=C/c1ccc(C)o1	7%	31%	0.1%	-2%	-19%
O=C(COc1cccc2ccccc12)NNC(=O)c1cccs1	2%	62%	5.6%	-6%	-5%
Cn1c(C(=O)N2CCC(C(=O)N3CCN(Cc4ccc5c(c4)OCO5)CC3)CC2)cc2sccc21	2%	19%	0.8%	-5%	-4%	VEEV TC-83 Vero 10K pilot screen=0.6
COC(=O)c1cc(Cc2ccc(N)c(C(=O)OC)c2)ccc1N	-22%	12%	i	-15%	-3%
N#CC1=C(SCc2ccc(C#N)cc2)N=C(N)C(c2nc(-c3ccccc3)cs2)C12CCCCC2 (stereo not given)	-26%	42%	5.8%	25%	8%
Further structures follow.
SMILES	influenza NS1A	M. tuberculosis	VEEV TC-83 Vero	M. tuberculosis HTS	PhoP GFP inhibition	others
CCN(CC)S(=O)(=O)c1ccc(C(=O)N2CCCCC2)cc1	-1%	0%	i	1%	-8%
CCCCCC(=O)NC(Nc1ccc(S(N)(=O)=O)cc1)C(Cl)(Cl)Cl (stereo not given)	17%	-2%	0.1%	0%	-6%
O=C(OCc1cc(=O)n2c(n1)sc1ccccc12)c1ccc2c(=O)n3c(nc2c1)CCC3	5%	-4%	6.5%	-3%	-5%
COc1ccc(S(=O)(=O)N2CCN(C(=O)c3cc(C)nc4ccccc34)CC2)cc1OC	-8%	14%	3.2%	0%	/
COc1cccc(OC)c1C(=O)Nc1cccc(S(=O)(=O)Nc2ccccc2Cl)c1	-4%	-4%	2.8%	-6%	/
CCC/C(O)=C1\C(=O)CC(C)(C)CC1=Nc1cccc([N+](=O)[O-])c1	-9%	-13%	1.8%	-2%	-12%
c1ccc2nc(N3CCOCC3)c(N3CCOCC3)nc2c1	0%	-7%	0.2%	7%	-2%
COc1ccc(CN(C)C(=O)Cn2cnc(C(=O)Nc3ccc(C)c(C)c3)n2)cc1OC	-4%	/	1.1%	/	/
Fc1ccc(CN2CCCCCC2)c(F)c1	-9%	1%	0.6%	-8%	2%	VEEV TC-83 Vero 10K pilot screen=0.5
Brc1ccccc1-n1nnc(-c2nccs2)n1	5%	-7%	6.2%	6%	7%
O=C(COc1ccc(Cl)cc1Cl)Nc1ccc(S(=O)(=O)NC2=NCCCCC2)cc1	-6%	28%	0.3%	6%	0%
Cc1nccn1CCN(C)Cc1cn(Cc2ccccc2)nc1-c1ccc2c(c1)OCO2	2%	11%	i	-1%	9%
COc1cccc(Nc2nnc(SCC(=O)N3CC(C)OC(C)C3)s2)c1 (stereo not given)	0%	12%	9.1%	2%	0%
CCc1cc(=O)[nH]c(SCC(=O)NCC2CCCO2)n1 (stereo not given)	-4%	-20%	0.3%	-10%	-1%
CC(=O)c1ccc(NC(=O)CN2C(=O)COc3ccc(S(=O)(=O)N4CCCC4)cc32)cc1	1%	19%	i	-1%	3%
Cc1ccc(C(=O)NC2CCCC(C)C2C)cc1S(=O)(=O)N1CCCCC1 (stereo not given)	-1%	30%	3.0%	-9%	-2%
COc1cc2cnc(Cl)nc2cc1OC	-1%	-6%	1.3%	-13%	6%
CCN1CCN(c2nc3c(C)cccn3c(=O)c2C=C(C#N)C#N)CC1	0%	-5%	1.0%	3%	-6%
Nc1cc(Cl)ccc1C(=O)OCC(=O)NC1CCCCC1	9%	53%	0.5%	0%	3%
N#Cc1ccc(C(=O)Nc2ccc(N3CCN(C(=O)c4ccco4)CC3)cc2)c(F)c1	-1%	5%	1.6%	-5%	-1%
Cc1occc1C(=O)N(C)Cc1nc(-c2ccc(Cl)cc2)no1	5%	16%	i	2%	-7%
O=C(COC(=O)c1ccc(Br)o1)NCCc1ccccc1	-3%	?	0.4%	6%	4%
O=C(CCN1C(=O)c2ccccc2C1=O)Nc1ccccn1	-9%	-22%	i	-7%	-10%
Cc1ccc(NC(=O)CN(c2ccccc2F)S(C)(=O)=O)cc1	5%	-3%	0.6%	-10%	-11%
COc1ccc(CNC2CC(=O)N(C)C2=O)cc1 (stereo not given)	3%	2%	2.2%	2%	5%
O=C(Nc1nc2c(F)cc(F)cc2s1)C1CC(=O)N(Cc2ccco2)C1 (stereo not given)	8%	10%	1.8%	0%	-8%
CC(C)(C)C(=O)NC1(C(F)(F)F)N=C2SCCN2C1=O (stereo not given)	-7%	4%	6.5%	1%	-3%
CC1CCCCC12NC(=O)N(CC(=O)NC(=O)Nc1ccc3c(c1)OCCO3)C2=O (stereo not given)	-9%	-4%	1.5%	4%	-2%
CCOC(=O)C1CCN(C(=O)CN2C(=O)C(CC)Oc3ccccc32)CC1 (stereo not given)	-2%	-13%	i	3%	2%
CC12CN3CC(C)(CN(C1)C31CCSCC1)C2=O	-12%	-8%	1.7%	-6%	-6%
COc1ccc(OCc2nc(C#N)c(NCCCn3ccnc3)o2)cc1	3%	-7%	0.6%	0%	10%
CCOC(=O)Nc1nc(C)c(C(=O)c2ccc(Cl)cc2)s1	-6%	8%	0.1%	3%	-4%
O=C(NCc1ccccn1)C1CC(=O)N(C2CCCC2)C1 (stereo not given)	4%	/	1.5%	-2%	/
Cc1ccc(C(=O)N/C(=C/c2ccc(-c3ccc([N+](=O)[O-])cc3)o2)C(=O)NCCCN(C)C)cc1	9%	51%	8.2%	-4%	-1%
Fc1cccc(Cl)c1CSc1nnnn1-c1ccc2c(c1)OCO2	1%	15%	2.1%	3%	9%
CCn1c(=S)sc2c(=O)[nH]c(C)nc21	-5%	7%	1.5%	20%	-5%
COC(=O)c1ccccc1NC(=O)CSc1nnc(-c2cccnc2)n1N	2%	-5%	i	-5%	5%
CCn1c(Cc2ccccc2)nnc1SCC(=O)Nc1ccc2c(c1)OCO2	-17%	27%	0.2%	0%	-12%
S=C(NC1CCCC1)NC1CC1	-1%	-24%	0.5%	2%	-8%
